TAAR1 antag – human TAAR1 antagonists, primary screen, Fluo-8 calcium fluorescence, CHO RD-HGA16 cells. Trace amine-associated receptor 1 (Homo sapiens), Q96RJ0. antagonist. inhibition, % at 3 µM. hit rate 1.5% among 360,000. AID 624466, 2012;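 active = inhibition above a per-plate cutoff, the mean inhibition of test compounds on that plate plus 3 SD, cut at about 49% in these data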;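 also: 0% = DMSO plus EC80 beta-PEA response and 100% = DMSO alone without agonist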
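Material: CHO RD-HGA16 cells bearing hTAAR1; compound dosing: one-point dosing, 3 µM nominal final; schedule: dye loading 75 min at 37 °C, then 30 min room temperature; measured by: calcium fluorescence with Fluo-8; control set: vehicle and agonist controls; replication: n of 1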
CHO parental Ca – ATP-evoked calcium signal inhibitors, parental CHO, primary screen, counter-screen for OX1R antagonist project, cell-based, fluorescence, Fluo-8 calcium dye. parental CHO-K1, ATP-induced calcium, Fluo-8 fluorescence. inhibition, % at 5.6 µM. hit rate 0.63% among 330,000;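 active = inhibition above that plate's mean sample inhibition plus 3 SD, cut at about 26% in these data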;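 also: 0% = ATP-challenged DMSO wells and 100% = DMSO wells without ATP; some compounds past the cut are filed as inactive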
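Material: parental CHO cells / Compound: single nominal dose of 5.6 µM per compound / Signal: Fluo-8 fluorescence / Replicates: singlicate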
TAAR1 agonist – human TAAR1 agonists, primary screen, Fluo-8 calcium fluorescence, CHO RD-HGA16 cells; hit rate 0.99% among 360,000; AID 624467, 2012; activation, % at 3 µM; Trace amine-associated receptor 1 (Homo sapiens), Q96RJ0; vehicle wells 0%, saturating PEA agonist 100%;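 active = activation above the mean activation of all test compounds in the run plus 3 SD, cut at about 38% in these data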
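Benchmarks: low control DMSO, high control PEA (EC100); System: CHO RD-HGA16 cells carrying human TAAR1 plus Gα16; Detection: Fluo-8 fluorescence, 5 s baseline then 140 s kinetic read; Schedule: 17-24 h plating, Fluo-8 75 min 37 °C, 30 min RT; Read-out basis: % activation from peak over basal fluorescence ratio, DMSO-to-PEA scaled.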
OXTR potentiator – human OXTR potentiators, primary screen, fluorescence, CHO-OTR cells, Fluo-8 calcium. Fluo-8 calcium fluorescence, potentiator mode; 0% = oxytocin EC15, 100% = EC100. Oxytocin receptor (Homo sapiens), P30559. activation, % at 3 µM. hit rate 0.061% among 320,000;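 active = activation above that plate's cutoff, the mean activation of tested compounds plus 3 SD, cut at about 6.6% in these data, passing the limit was not always enough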;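 also: 100% uses oxytocin at 75 nM as the full agonist control; some results filed as inactive read as strong as hits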
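Dosing: Single dose, 3.0 µM nominal final compound concentration | Material: Human OTR in CHO cells | Technique: Kinetic Fluo-8 calcium fluorescence | Benchmarks: EC15 oxytocin alone as 0%, 75 nM oxytocin as 100% | Probe or stimulus: Oxytocin at about EC15, sub-maximal agonist stimulus | Incubation: Compound 6 min at room temperature before oxytocin, 100 s read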
OXTR ag – human OXTR agonists, primary screen, fluorescence, CHO-OTR cells, Fluo-8 calcium; activation, % at 3 µM; Oxytocin receptor (Homo sapiens), P30559; AID 2435, 2010; hit rate 0.32% among 320,000; Fluo-8 calcium fluorescence; normalized: DMSO 0%, oxytocin 100%;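 active = activation above the mean of all tested compounds plus 3 SD, cutoff set per screening run, cut at about 20% in these data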;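 also: peak over basal fluorescence ratio from a 100 s FLIPR kinetic read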
CHRM1 agonist – human M1 muscarinic receptor agonists, primary screen, Fluo-8 calcium fluorescence, CHO-K1 cells, HTS; Muscarinic acetylcholine receptor M1 (Homo sapiens), P11229; CHO-K1 hM1, agonist mode; 0% DMSO, 100% acetylcholine EC100; activation, % at 3 µM; hit rate 0.33% among 360,000;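 active = activation above the run's mean compound activation plus 3 SD, cut at about 16% in these data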;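 also: peak over basal fluorescence ratio within a 140 s kinetic read after compound addition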
Target sequence (P11229 whole entry, looked up): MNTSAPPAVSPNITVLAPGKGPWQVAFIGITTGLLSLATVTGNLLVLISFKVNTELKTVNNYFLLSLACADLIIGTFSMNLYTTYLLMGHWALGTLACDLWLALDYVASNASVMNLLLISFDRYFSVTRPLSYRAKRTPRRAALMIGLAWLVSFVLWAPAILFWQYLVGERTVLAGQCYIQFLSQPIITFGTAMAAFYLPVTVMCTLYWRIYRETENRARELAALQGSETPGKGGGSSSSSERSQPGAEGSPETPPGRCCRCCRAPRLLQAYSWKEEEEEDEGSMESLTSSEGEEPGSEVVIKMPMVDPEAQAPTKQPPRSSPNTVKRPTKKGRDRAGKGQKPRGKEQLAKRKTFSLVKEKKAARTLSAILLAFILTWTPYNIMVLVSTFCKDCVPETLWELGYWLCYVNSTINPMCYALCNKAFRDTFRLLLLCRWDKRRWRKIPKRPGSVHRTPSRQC
M1 antag – human M1 muscarinic receptor antagonists, primary screen, CHO-K1 cells, Fluo-8 calcium fluorescence, 1536-well; Muscarinic acetylcholine receptor M1 (Homo sapiens), P11229; CHO-K1 hM1, ACh EC80 antagonist; inhibition, % at 3 µM; hit rate 1.3% among 360,000; AID 588852, 2011;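 active = percent inhibition above its own plate's cutoff, namely the mean of that plate's compound wells plus 3 SD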;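 also: peak over basal fluorescence ratio during 140 s after agonist addition; 0% = ACh EC80 plus DMSO and 100% = DMSO alone without agonist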
V1aR counter – agonists of human V1a receptor, primary screen, counter-screen for OXTR agonist project, fluorescence, CHO-V1R cells; Vasopressin V1a receptor (Homo sapiens), P37288; Fluo-8 calcium fluorescence, agonist mode; 0% DMSO, 100% 3 nM vasopressin; activation, % at 3 µM; hit rate 0.25% among 320,000; AID 2797, 2010;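 active = activation above the mean activation of all tested compounds plus 3 SD, per screening run, cut at about 20% in these data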;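 also: signal is peak over basal fluorescence ratio across a 100 second FLIPR read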
Target sequence (P37288 whole entry, looked up): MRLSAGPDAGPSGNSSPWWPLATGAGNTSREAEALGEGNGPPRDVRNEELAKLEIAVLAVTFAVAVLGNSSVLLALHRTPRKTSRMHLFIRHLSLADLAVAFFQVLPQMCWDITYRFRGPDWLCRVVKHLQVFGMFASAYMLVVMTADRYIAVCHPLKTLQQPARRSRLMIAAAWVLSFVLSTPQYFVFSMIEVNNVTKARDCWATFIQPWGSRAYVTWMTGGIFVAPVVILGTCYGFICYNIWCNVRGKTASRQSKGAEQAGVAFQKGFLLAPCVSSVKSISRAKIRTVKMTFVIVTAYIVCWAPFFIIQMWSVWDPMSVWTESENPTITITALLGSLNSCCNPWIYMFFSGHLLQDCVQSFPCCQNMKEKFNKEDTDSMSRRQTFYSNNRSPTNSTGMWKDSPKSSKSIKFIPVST
M1 PAM – human M1 muscarinic receptor positive allosteric modulators, primary screen, CHO-K1 cells, Fluo-8 calcium fluorescence, 1536-well. CHO-K1 hM1, ACh EC20; 0% = ACh EC20, 100% = maximal ACh. hit rate 0.088% among 360,000. AID 588819, 2011. activation, % at 3 µM; in the data active = activation above about 19%, passing the limit was not always enough
Starred values were filed as active, the others as inactive; nt = not tested or not shown; & = joins results of further samples.

smiles	V1aR counter	OXTR potentiator	TAAR1 antag	CHO parental Ca	TAAR1 agonist	M1 antag	M1 PAM	CHRM1 agonist	OXTR ag
COc1ccc(CCN2C(=O)CC(Nc3ccc(N4CCOCC4)cc3)C2=O)cc1OC (configuration not stated)	1.8	-8	-5	-16	16	5	-7	-3	1.3
COc1ccc(NC(=O)CCOc2ccc(C)cc2)c(OC)c1	1.7	-11	-7	-28	-1	-7	6	0	1.3
Cc1ccc(OCCC(=O)Nc2ccc3c(c2)OCO3)cc1	0.5	-4	-9	-6	4	-4	19	2	-0.7
C#CCOCCOCCOCCNc1nc(N2CCN(C(=O)[C@H](Cc3ccc(O)cc3)n3cc([C@@H](N)C(C)CC)nn3)CC2)nc(N2CCN(C(=O)[C@H](Cc3cc4ccccc4[nH]3)n3cc([C@@H](N)Cc4ccc(O)cc4)nn3)CC2)n1 (some centres not stated)	-1.3	-21	nt	9	nt	nt	nt	nt	-0.7
CC(C)c1ccc(NC(=O)NN2CCOCC2)cc1	-0.1	5	-5	-10	5	7	1	-4	0.8
CCc1ccc(C(=O)NCC2(c3ccccc3)CCOCC2)o1	nt	nt	-12	nt	7	-13	17	0	nt
CC(=O)Nc1cc(-c2ccc(F)cc2)cn2c(-c3ccc(F)cc3)cnc12	nt	nt	33	nt	1	4	2	-4	nt
COc1cccc(/C=C/C(=O)NCCc2ccc(OC)c(OC)c2)c1	0.0	-7	7	-11	1	1	4	1	-0.1
CCOC(=O)C1CCN(S(=O)(=O)c2ccc(OC)c(C(=O)N3CCCCC3)c2)CC1	0.1	-2	15	-15	-3	-5	12	-4	-0.5
Cc1cc(=O)[nH]c(/N=C(\N)Nc2ccc3c(c2)OCCO3)n1	-0.9	-2	-6	-3	15	-5	5	-9	-2.1
NS(=O)(=O)c1ccc(NC(=O)CNC(=O)c2ccc3c(c2)OCO3)cc1	0.3	1	-13	-7	1	-4	3	-2	1.5
COc1ccc(CC(=O)Nc2ccccc2N2CCCC2)cc1	0.1	-7	-14	-9	1	6	0	-5	-0.7

smiles	V1aR counter	OXTR potentiator	TAAR1 antag	CHO parental Ca	TAAR1 agonist	M1 antag	M1 PAM	CHRM1 agonist	OXTR ag
COc1ccc(N(CC(=O)NN=C2CCCCCCC2)S(=O)(=O)c2ccccc2)cc1Cl	0.0	-11	-17	-11	9	-2	6	-1	-0.4
O=C(CCC1CCCN(C(=O)c2ccc3cc[nH]c3c2)C1)NCc1ccc(F)c(F)c1 (configuration not stated)	-0.2	-8	-4	-20	4	-5	4	-5	-0.3
O=c1[nH]c2ccc(Cl)cc2c(-c2ccccc2)c1[N+](=O)[O-]	-0.5	2	5	-15	1	-14	4	-7	-1.2
CCN1CCN(c2ncnc3sc4c(c23)CCC(C)C4)CC1 (configuration not stated)	-1.0	-4	-16	-16	1	6	-9	1	-0.1
COCCCN1C(=O)C(=O)/C(=C(/O)c2ccc(S(=O)(=O)N3CCOCC3)cc2)C1c1ccc(C)cc1 (configuration not stated)	0.0	-2	-14	5	3	-15	10	0	-0.3
Cc1ccc(C)c(OCC(=O)Nc2ccccc2C(=O)NC2CC2)c1	nt	nt	-4	nt	2	-6	4	-3	nt
O=[N+]([O-])c1c(NCc2ccco2)ccc2nonc12	0.0	-1	-18	-5	0	-15	6	-2	0.2
COC(=O)c1c(N2C(=O)CC(Sc3ccccc3C(=O)O)C2=O)sc(C)c1C (configuration not stated)	-0.2	-17	5	-23	2	1	7	-9	-1.7
CCCOC(=O)c1ccc(NC(=O)COC)cc1	0.6	-9	11	10	-2	-9	8	-4	-0.5
Cc1ccc(C(=O)COC(=O)c2ccc(O)cc2)cc1	2.1	-2	5	-11	4	8	4	1	1.8
CC(C)NC(=S)Nc1ccc2cn[nH]c2c1	0.5	-3	-7	-1	4	6	-6	-4	0.1
COc1ccc(NC(=O)c2cc(SC)ccc2Cl)cc1	-0.3	2	-20	-17	-2	-8	3	-11	-2.7

smiles	V1aR counter	OXTR potentiator	TAAR1 antag	CHO parental Ca	TAAR1 agonist	M1 antag	M1 PAM	CHRM1 agonist	OXTR ag
COc1ccc(Cl)cc1-c1n[nH]c(=S)n1C1CCCCC1	0.6	-6	-13	-10	4	-33	8	-5	-2.2
O=C(O)CCC(=O)N1N=C(c2c(-c3ccccc3)c3cc(Cl)ccc3[nH]c2=O)CC1c1cccs1 (configuration not stated)	0.1	-2	3	1	6	-2	8	-7	-0.6
COc1cccc(C(O)c2nc(-c3ccccc3OC)cs2)c1 (configuration not stated)	nt	nt	-16	nt	-1	-10	2	-4	nt
CC(C)(C)C(=O)NCCN1CCN(C(=O)C(C)(C)C)CC1	-0.3	-10	-4	6	8	8	0	-4	-0.5
CCOC(=O)/C=c1\s/c(=C\c2ccc(C#N)cc2)c(=O)n1CC(=O)Nc1cccc(C)c1C	1.1	1	nt	1	nt	0	5	-3	0.2
O=C(c1cc(-c2ccccc2)on1)N1CCN(Cc2ccc3c(c2)OCO3)CC1	-0.9	-8	-5	-10	-3	-10	7	-6	-1.3
Cc1csc(NC(=O)c2cc(-c3ccco3)nc3ccccc23)n1	-0.3	0	6	-11	7	-6	1	-2	-0.2
CCCCC(=O)N/N=C/c1sccc1C	0.1	3	2	-3	0	-1	3	-6	-0.9
CCN(CC)c1ccc(NC(=O)CSc2nc3ccccc3c(=O)n2-c2cc(S(=O)(=O)N(C)C)ccc2C)cc1	0.0	-6	-11	-11	3	11	-11	-5	-1.8
COc1cc(Cc2cc(N)nc(N)n2)cc(OC)c1OC	0.8	-9	-11	-10	1	-10	8	-6	-0.3
O=C(COc1c(Cl)cccc1Cl)Nc1ccccc1N1CCCC1	-0.9	-5	22	-32	1	13	-9	-4	-0.1
COc1ccc(C(=O)N(CCCO)Cc2cc3c(C)ccc(C)c3[nH]c2=O)cc1OC	nt	nt	13	nt	5	-3	6	-4	nt

smiles	V1aR counter	OXTR potentiator	TAAR1 antag	CHO parental Ca	TAAR1 agonist	M1 antag	M1 PAM	CHRM1 agonist	OXTR ag
CCN(CC(=O)Nc1c(F)cccc1F)C(=O)CCNC(=O)c1ccc([N+](=O)[O-])cc1	-0.2	-10	-15	-17	5	-12	13	-2	-0.2
Fc1ccc(Nc2nc(N3CCOCC3)nc(N3CCOCC3)n2)cc1	-0.7	1	-15	-28	-2	1	0	-4	-2.0
Cc1ccc(NS(=O)(=O)c2ccc3c(c2)CCC(=O)N3)cc1	1.0	-7	-11&-5	-2	4&0	13&-4	-10&3	1&-1	0.8
O=C(Nc1ccc2c(c1)OCO2)c1ccc(N2CCCC2)c([N+](=O)[O-])c1	-0.9	-4	-5	-14	2	2	6	-8	-3.2
COc1ccc(C2=NOC(C(=O)NCc3cccs3)C2)cc1 (configuration not stated)	4.5	-19	9	10	-1	56*	7	-2	1.6
CCOCCCNC(=O)c1c[nH]c2cc(OC)ccc2c1=O	0.1	-8	4	-7	0	0	1	-6	-0.6
Nc1nc2ccccc2n1Cc1ccc(Cl)c(Cl)c1	13	-24	16	0	9	-4	-1	-2	25*
CCCCC(=O)NC(c1ccccc1Cl)c1ccc2cccnc2c1O (configuration not stated)	-1.4	-6	-9	-5	-1	-14	12	-7	-2.0
CN(C)/C=C1\SC(=S)N(N2C(=O)C3C4C=CC(C4)C3C2=O)C1=O (configuration not stated)	2.5	-8	0	1	4	-12	10	-1	1.4
CCc1cc(=O)oc2c(C)c(O[C@@H]3O[C@H](CO)[C@@H](O)[C@H](O)[C@H]3O)ccc12	0.3	-12	6	7	-2	-13	9	-4	0.9
CCOC(=O)CSc1ccc(C(=O)NCCCN2CCOCC2)cc1[N+](=O)[O-]	-0.9	-2	-12	0	2	65*	-32	-11	0.9
Cn1ccc2c(N3CCCCC3)cc3c(c21)C1CCC3C1 (configuration not stated)	nt	nt	-26	nt	14	15	-17	-10	nt

smiles	V1aR counter	OXTR potentiator	TAAR1 antag	CHO parental Ca	TAAR1 agonist	M1 antag	M1 PAM	CHRM1 agonist	OXTR ag
Cn1nc(C(=O)N2CCCC2)c2ccccc2c1=O	-0.4	-2	13	-8	3	6	4	-3	0.6
O=C(N/N=C/c1ccc(-n2ccnc2)cc1)c1cccs1	1.8	-8	-2	0	2	-2	2	-2	-0.3
CCC(=O)N=c1sc2c(OC)ccc(OC)c2n1C	-0.4	1	8	-2	-1	-4	4	-1	-2.2
CCCN(CC1CC1)C(=S)NC(=O)c1cc(Br)ccc1Cl	nt	nt	-9	nt	3	-12	11	-3	nt
O=c1c2ccccc2nc(SCc2cccc(F)c2)n1Cc1ccco1	2.9	-5	2	-17	-1	-5	7	-2	3.7
CCOC(=O)C1=NN(c2cccc(Cl)c2)C2=NC(C)=C(C(=O)OC)C(c3cccs3)N12 (configuration not stated)	0.3	-6	-12	-19	6	15	8	-4	0.7
C/C(Cc1ccccc1)=N\NC(=O)CNC(=O)c1ccc(C(C)(C)C)cc1	-0.3	-9	6	-19	4	-6	0	-10	-1.4
O=C(OCC(=O)N1CCCC1=O)c1nc(Cl)c(Cl)c(Cl)c1Cl	-0.8	-7	13	-5	1	-9	9	-5	-1.7
COc1ccccc1/C=C/C=N/NC(=O)CN1CCN(Cc2ccccc2)CC1	0.7	1	-12	-11	1	-8	1	-7	-1.4
COc1ccc(/C=N/N(Cc2ccccc2)c2ccccc2)cc1O	-1.1	-4	-32	-2	6	-10	5	-7	-0.6
O=C(/C=C/c1ccccc1Cl)N(Cc1ccccc1)C1CCS(=O)(=O)C1 (configuration not stated)	-0.4	-3	-14	-11	-1	3	-6	-6	0.6
O=C(Nc1ccncc1)Nc1ccc(F)c(Cl)c1	5.4	-15	19	23	49*	8	0	4	6.6

Screening data deposited in PubChem BioAssay by The Scripps Research Institute Molecular Screening Center.

Compounds as they come; about 3.7% have a hit in one of these screens.
